Compound activity from PubChem BioAssay.
ROC1-CUL1 inh: human ROC1-CUL1 E3 ligase inhibition; P62877+Q13616; in vitro K48 di-Ub FRET, acceptor:donor ratio, 45 min; inhibition, % at 10 µM; 140,000 tested, 0.6% active; AID 1347404; in the data active means inhibition above about 25%
Target sequence (P62877 whole entry, looked up): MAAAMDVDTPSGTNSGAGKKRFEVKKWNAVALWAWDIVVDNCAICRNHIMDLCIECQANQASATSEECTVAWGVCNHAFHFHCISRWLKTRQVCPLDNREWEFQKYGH
Target sequence (Q13616 whole entry, looked up): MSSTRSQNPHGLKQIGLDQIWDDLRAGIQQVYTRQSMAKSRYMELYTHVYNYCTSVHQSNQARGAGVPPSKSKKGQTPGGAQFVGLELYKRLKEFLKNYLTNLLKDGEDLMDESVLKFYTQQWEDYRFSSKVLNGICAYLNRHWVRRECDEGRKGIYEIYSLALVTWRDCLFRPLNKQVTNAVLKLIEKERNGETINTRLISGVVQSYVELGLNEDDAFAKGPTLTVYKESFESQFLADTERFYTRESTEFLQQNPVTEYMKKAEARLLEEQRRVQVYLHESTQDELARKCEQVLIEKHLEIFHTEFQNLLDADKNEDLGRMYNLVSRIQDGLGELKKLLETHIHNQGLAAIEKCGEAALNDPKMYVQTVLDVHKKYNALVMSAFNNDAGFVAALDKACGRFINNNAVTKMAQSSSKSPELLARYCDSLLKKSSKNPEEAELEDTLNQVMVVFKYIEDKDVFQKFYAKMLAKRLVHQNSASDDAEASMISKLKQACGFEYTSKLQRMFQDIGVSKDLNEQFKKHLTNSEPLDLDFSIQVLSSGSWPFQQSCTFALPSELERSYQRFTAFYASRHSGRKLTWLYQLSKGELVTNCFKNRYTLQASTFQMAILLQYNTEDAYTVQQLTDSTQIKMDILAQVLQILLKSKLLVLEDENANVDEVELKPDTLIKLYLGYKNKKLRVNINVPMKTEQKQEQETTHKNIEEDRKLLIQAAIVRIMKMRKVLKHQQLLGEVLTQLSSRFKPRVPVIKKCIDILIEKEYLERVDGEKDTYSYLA
* = called active by the depositor. Some of the compounds tested; rates above refer to the full screens.

SMILES	ROC1-CUL1 inh
Cc1ccc(C)c(C(C)NC(=O)Cc2ccc(Br)cc2)c1 (stereo not given)	-2
CN(C)S(=O)(=O)N1CCC(C(=O)NC2CCCC2)CC1	8
Cc1ccc(NN2C(=O)c3cc([N+](=O)[O-])cc4cc([N+](=O)[O-])cc(c34)C2=O)cc1	-4
CCOc1ccc(CNC(=O)c2[nH]c3ccccc3c2Sc2ccc(C)cc2)cc1	3
CC1CCCN(Cc2cn3c(-c4cccc(Br)c4)nnc3s2)C1 (stereo not given)	-2
CCNC(=S)NNC(=O)c1cc(Br)cs1	-1
CCOC(=O)N1CCN(C(=O)c2ccc(N3CCC(NCCCc4cccnc4)CC3)cc2)CC1	9
COc1ccccc1N(CC(=O)NCc1ccncc1)S(C)(=O)=O	11
Cc1ccc(-c2nc3ccc(NC(=O)c4cccs4)cc3[nH]2)o1	-10
CC1=C(C(=O)Nc2ccccc2)C(c2cnn(C)c2C)n2c(s/c(=C/c3ccoc3)c2=O)=N1 (stereo not given)	-3
COc1cc(/C=C2/C(=N)N3N=C(CC(C)C)SC3=NC2=O)cc(OC)c1OC	-5
COc1ccc(C(=O)N2CCN(C(=O)c3ccco3)CC2)cc1	-3
COc1ccc(Nc2ncc3c(n2)CCN(Cc2cc(Br)cs2)C3)c(OC)c1	-7
O=C(NCCc1ccccc1)c1ccc(CSc2nc3ccncc3n2Cc2ccccc2)cc1	7
O=C(NCCc1ccc(Cl)cc1)c1ccc(CS(=O)(=O)Cc2ccc(F)cc2)o1	0
C=CCNS(=O)(=O)c1ccc(NC(=O)C(C)C)cc1	0
CC(C)Cn1cc(C(=O)NCCc2cccs2)c(=O)c(C(=O)N2CCCCCC2)c1	12
CCOc1ccc(-n2nc3cc(C)c(NC(=S)NC(=O)c4cccs4)cc3n2)cc1	3
COc1ccc(C2C(C)C(N3CCC(C(=O)NCc4ccc(C)o4)CC3)NS2(=O)=O)cc1 (stereo not given)	-4
O=C1C2C3c4ccccc4C(c4ccccc43)C2c2nc3ccccc3n21 (stereo not given)	-1
Cc1cc(OCCOc2ccccc2/C=C2\C(=O)NN(c3ccccc3)C2=O)ccc1Cl	7
Cc1ccc(/C=C2\SC(=S)N(c3cccc(C)c3C)C2=O)cc1	-2
O=C(CN1CCN(c2ccccc2F)CC1)Nc1cccc(C(F)(F)F)c1	0
CC1=NC(=O)C(NC(=O)c2cccc(Cl)c2)(C(F)(F)F)C1C#N (stereo not given)	-1
Cc1ccc(S(=O)(=O)N2CCN(C/C=C/c3ccccc3)CC2)c(C)c1C	10

Next part:
SMILES	ROC1-CUL1 inh
Cc1ccccc1OCc1nnc(SCC(=O)N2CCN(c3ccccc3)CC2)n1C	4
COC(=O)C1C(=N)N(c2ccc(Br)cc2)C2=C(C(=O)CC(C)(C)C2)C1c1ccc(OC)cc1 (stereo not given)	4
Cc1ccc(OCC(=O)N(Cc2ccco2)C2CCS(=O)(=O)C2)cc1 (stereo not given)	-11
Fc1ccc(-c2nnc(CN3CCN(c4ccccn4)CC3)o2)cc1	-9
CCOC(=O)C1CCCN(C(=O)c2cc3c(Cl)nc4ccccc4c3s2)C1 (stereo not given)	0
CCCCCCCSc1nnc2n(-c3ccccc3)c(=O)c3c(C)c(C)sc3n12	-1
COc1ccccc1N1CCN(C(=O)c2cccnc2Oc2ccc(C(C)(C)C)cc2)CC1	-6
COc1ccc(S(=O)(=O)N=C2C(=O)N(c3ccccc3)N(C)C2C)cc1C (stereo not given)	7
O=C1/C(=C/c2ccc(Br)cc2)CSc2ccccc21	7
Cn1ccc(C(=O)N/N=C\c2ccncc2)n1	2
CC(C)(C)NC(=O)CCC(=O)c1ccccc1	5
COc1cc(C(=O)NC(=S)NC(C)C)cc(OC)c1OC	-9
CCOC(=O)C1(C)CC(=Nc2ccc(Br)cc2)C(=O)N1c1ccccc1 (stereo not given)	5
COC(=O)C1C(=O)c2cc(C)ccc2N=C1SCC(=O)Nc1cc(OC)cc(OC)c1 (stereo not given)	-13
CCOc1ccc(C(=O)N2CCN(CCc3ccccn3)CC2)cc1	4
CCC(C)Oc1ccc(C(=O)NC(=S)Nc2ccc(CN3CCOCC3)cc2)cc1 (stereo not given)	5
CCOc1ccc(C(=O)N(Cc2nc(-c3cccc(C)c3)no2)C(C)C)cc1	-10
CN(Cc1cccc2ncccc12)C1CCN(c2ccc(C(=O)NCCN3CCOCC3)cc2)CC1	-4
CCOc1ccccc1C(=O)N1CCN(c2cccc(Cl)c2)CC1	-4
Cc1cc(C)cc(NS(=O)(=O)c2c(C)cc(N3CCCC3=O)cc2C)c1	3
COc1ccc(NC(=O)CSc2nc(-c3ccccc3)cc(-c3cc(OC)c(OC)c(OC)c3)c2C#N)c(OC)c1	-6
CCOc1ccccc1CNCc1c(C(=O)O)n(Cc2ccc(F)cc2)c2cc(C)ccc12	3
Cc1c(C)n(Cc2ccc(F)cc2)c2ccc(C(=O)N3CCN(c4ccc(F)cc4)CC3)cc12	-6
COc1ccc(-c2csc(=Nc3ccccn3)n2-c2ccccc2)cc1	0
Cc1ccc2c(c1)CN(CCC(=O)NC(C)c1ccc(F)cc1)CC(C)O2 (stereo not given)	2

Additional compounds follow.
SMILES	ROC1-CUL1 inh
CN1CCN(CCNC(=O)c2cnn(-c3ccc(F)cc3)c2C2CCN(C(=O)OC(C)(C)C)CC2)CC1	-3
Cc1ccc(N2C(=O)C(=Nc3cccc(C(F)(F)F)c3)C(Cl)C2=O)cc1Cl (stereo not given)	7
Cc1cc(C)c(C)c(S(=O)(=O)Nc2ccc(C(=O)NCc3ccccn3)cc2)c1C	2
CCn1cc(C(=O)O)c(=O)c2cc(F)c(NCC(C)O)c(F)c21 (stereo not given)	5
CC(C)Oc1cccc(C(=O)Nc2ccc(S(=O)(=O)N3CCN(C)CC3)cc2)c1	7
Cc1ccccc1-c1n[nH]c2c1CN(C(=O)c1cn[nH]c1-n1cnnn1)CC2	1
CCn1c(=O)cc(SCC(=O)N2CCN(c3cc(C)ccc3C)CC2)c2ccccc21	2
CCOC(=O)C(NC(C)=O)(Nc1ccccc1Cl)C(F)(F)F (stereo not given)	1
Cc1cc(OC/C=C/c2ccccc2)c2c(C)c(CC(=O)O)c(=O)oc2c1	0
CCOc1cc(/C=C2/C(=N)N3N=C(C(C)C)SC3=NC2=O)ccc1OCCOc1cccc(C)c1	0
Cc1n[nH]c(C)c1Sc1ccccc1N=Cc1ccc(Br)cc1	4
CC(C)=CC1C(C(=O)N(C)C)C1(C)C (stereo not given)	6
Cc1nc2ncc3c(=O)n(N4CCN(C)CC4)ccc3n2n1	-2
O=c1c(N2CCOCC2)nsn1Cc1ccccc1	-5
COC(=O)C1=C(C)N(c2ccc(C(C)C)cc2)C(=O)/C1=C\c1cccc(OC)c1OC	-2
O=C1NC(=S)N=C1Cc1ccc(F)c(Br)c1	6
CCN(CC)c1ccc(C(=O)N2CCc3c([nH]c4ccccc34)C2c2ccc(F)cc2)cc1 (stereo not given)	3
COc1ccc(Cl)cc1NC(=O)CNC1CCCCC1	3
Cc1nc2cc(NC(=O)N3CCCCC3)ccc2n1C	14
CC(C)c1cccc(C(C)C)c1OCCCCN1CCOCC1	16
O=C(CSc1ncccn1)N1CCCC(CO)(CCc2ccccc2)C1 (stereo not given)	3
CCOc1cc(CNc2ccc(N3CCN(C(C)=O)CC3)cc2)ccc1OCC(=O)NC(C)(C)C	5
CCOCCn1cnc2sc(C(=O)Nc3ccccc3C(=O)OC)c(C)c2c1=O	-2
Cc1ccc2nc(N3CCC(C(=O)N4CC5CCC4C5)CC3)nc(C)c2c1 (stereo not given)	-1
CC(=O)c1c(N=CN(C)C)nc(C)nc1-c1ccccc1	11

As entered above.
`Cc1ccc(OCC(=O)N(Cc2ccco2)C2CCS(=O)(=O)C2)cc1` (stereo not given) @ ROC1-CUL1 inh: -11
`O=C1NC(=S)N=C1Cc1ccc(F)c(Br)c1` @ ROC1-CUL1 inh: 6
`O=C(CN1CCN(c2ccccc2F)CC1)Nc1cccc(C(F)(F)F)c1` @ ROC1-CUL1 inh: 0
`Cc1ccc(N2C(=O)C(=Nc3cccc(C(F)(F)F)c3)C(Cl)C2=O)cc1Cl` (stereo not given) @ ROC1-CUL1 inh: 7
`Cc1cc(OCCOc2ccccc2/C=C2\C(=O)NN(c3ccccc3)C2=O)ccc1Cl` @ ROC1-CUL1 inh: 7
`C=CCNS(=O)(=O)c1ccc(NC(=O)C(C)C)cc1` @ ROC1-CUL1 inh: 0
`Fc1ccc(-c2nnc(CN3CCN(c4ccccn4)CC3)o2)cc1` @ ROC1-CUL1 inh: -9

Molecules shown so far that contain an NH in an aromatic ring:
SMILES	ROC1-CUL1 inh
CCOc1ccc(CNC(=O)c2[nH]c3ccccc3c2Sc2ccc(C)cc2)cc1	3
Cc1ccc(-c2nc3ccc(NC(=O)c4cccs4)cc3[nH]2)o1	-10
Cc1ccccc1-c1n[nH]c2c1CN(C(=O)c1cn[nH]c1-n1cnnn1)CC2	1
Cc1n[nH]c(C)c1Sc1ccccc1N=Cc1ccc(Br)cc1	4
CCN(CC)c1ccc(C(=O)N2CCc3c([nH]c4ccccc34)C2c2ccc(F)cc2)cc1 (stereo not given)	3

Next part
SMILES	ROC1-CUL1 inh
NCC1c2ccccc2Sc2ccccc21	-14
CC1=C(C)C2=S(SC(c3ccccn3)=C2)S1 (stereo not given)	-3
O=C(N/N=C/c1c(Cl)cccc1Cl)c1ccc(-c2ccccc2)cc1	1
Cc1cccc(C)c1OCC(=O)NCC1(N2CCOCC2)CCCCC1	-1
Cc1cccc(-c2nnc(SCCC(=O)N3CCCCCC3)o2)c1	-8
CCCCn1c(-c2csc(C)c2CC)n[nH]c1=S	-11
Cc1ccc(CN2CCc3nc(SCC(=O)Nc4cccc(C)c4C)[nH]c(=O)c3C2)cc1	3
COc1cc(C=O)ccc1Oc1nc(C)nc2sc3c(c12)CCCC3	-4
O=C(NC1CCCC1)C1CCCN(C2CCN(Cc3ccccc3)CC2)C1 (stereo not given)	3
CCCN1CCC(NC(=O)c2cccs2)CC1	7
COC(=O)CCC(=O)Nc1cc([N+](=O)[O-])ccc1C	-8
O=C1C2C3CC(C(Br)C3Br)C2C(=O)N1c1ccc(Oc2ccc3ccccc3c2)cc1 (stereo not given)	6
CCN1CCN(CC(O)COC23CC4CC(CC(C4)C2)C3)CC1 (stereo not given)	18
O=C(Nc1ccn(Cc2c(F)c(F)cc(F)c2F)n1)c1ccc(COCC(F)(F)F)cc1	0
COc1ccc(C=C2C(=O)OC(c3ccccc3)OC2=O)c(OC)c1OC (stereo not given)	5
CC#CCN1C(=O)NC(CCc2ccccc2)(C2CCN(C(=O)/C=C/C(C)C)CC2)C1=O (stereo not given)	16
COc1cccc(NC(=O)c2cc3c(=O)n(Cc4cccnc4)ccc3nc2C)c1	-8
COc1ccc(N(C(=O)c2ccccc2F)S(=O)(=O)c2ccc3c(c2)n(C)c(=O)n3C)cc1	4
CCN(CC)C(=O)c1ccc2c(c1)N(Cc1ccccc1F)C(=O)c1ccccc1S2=O (stereo not given)	-7
CC1(C)CC(=O)C2C(=Nc3ccc4ncccc4c3C2c2ccccc2C(F)(F)F)C1 (stereo not given)	-7
COc1ccc2c(c1)c(=O)c(C(=O)c1ccc(F)cc1)cn2CC(=O)Nc1ccc2c(c1)OCO2	-6
Cc1ccc(-n2nnnc2-c2c[nH]c3cc(Cl)c(F)cc23)cc1	4
Fc1ccc2c(c1)NC(c1ccncc1)=NC(c1cccs1)=N2	-2
CCCOc1ccc(-c2csc3ncn(Cc4cccc(C)c4)c(=O)c23)cc1	5
Cc1ncc(CN2CCCC(CCc3c(F)cccc3F)C2)[nH]1 (stereo not given)	-5

Carrying on.
SMILES	ROC1-CUL1 inh
Cc1cc(C)cc(NC(=O)CSc2ccc(-c3cccs3)nn2)c1	-1
O=C1CCCN1CCCC(=O)N1CCCC(Nc2cccc(F)c2)C1 (stereo not given)	6
CCCOC1CCCN(c2nncc(-c3cccc(F)c3)n2)C1 (stereo not given)	2
COc1ccc(NC(=O)C(Sc2ccccc2)c2ccccc2)c(OC)c1 (stereo not given)	3
O=C(NCc1cccs1)c1ccc2c(c1)sc1nc(-c3ccccc3)cn12	2
Cc1cccc(N2CCN(Cc3cc(=O)oc4cc(C)ccc34)CC2C)c1 (stereo not given)	-6
CC(=O)NCc1ccc2[nH]c(C)c(C)c2c1	-10
C=CCOc1c(Br)cc(CNCCO)cc1OCC	4
Cc1nn(-c2ccccc2)c(Cl)c1C(=O)Nc1cc(Cl)ccc1Cl	-1
CCN(CC)C(=O)Cn1c(=O)n(CCCCCC(=O)NCc2ccccc2)c(=O)c2sccc21	-6
Cc1cc(C)n(-c2cccc(Cl)c2)c(=O)c1C#N	-3
c1cncc(-c2ncc3c(n2)CCCC3NCc2c[nH]c3ccccc23)c1 (stereo not given)	14
COCCn1cc(C(=O)NCCCOC(C)C)c2c3ccccc3n(C)c2c1=O	2
CCOc1ccc(-n2c(Cc3ccccc3)n[nH]c2=S)cc1	-2
O=C1Nc2ccc(Br)cc2C12OCCO2	1
O=C(c1ccc(NCc2cccnc2)nc1)N1CCC(CCn2cccn2)CC1	-3
CC1CCN(Cn2nc(-c3ccccc3Cl)oc2=S)CC1	-4
CCCCNC(=O)c1cc(-c2cccnc2)nc2ccc(S(=O)(=O)NCCCC)cc12	-6
CCCCn1c(N=Cc2ccc([N+](=O)[O-])o2)nc2ccccc21	-2
CC(C(=O)N1CCc2[nH]nc(-c3ccc(Cl)cc3)c2C1)N1CCCC1=O (stereo not given)	-4
CCOc1ccc(-n2c(-c3ccc(Br)cc3)cc3c2CC(C)(C)CC3=O)cc1	-6
CCOc1ccc(Nc2oc(/C=C/c3ccc(OC)c(OC)c3)nc2C#N)cc1	-4
CCCS(=O)(=O)c1c(Nc2ccccc2C)sc(C(=O)c2ccccc2)c1N	5
COC(=O)C1=C(C)N(CCc2ccc(OC)cc2)C(=O)/C1=C\c1ccccc1	3
Cc1cccc(C)c1OCCNC(=O)CCC(=O)c1ccccc1	8
CCOC(=O)c1ccccc1NCN1C(=O)S/C(=C\c2ccccc2)C1=O	4
CCC[n+]1c2ccc(NC(C)=O)cc2n2ccccc21	-6
CCOC(=O)c1cc(C#N)c2ccccn12	6
CC1=C(C(=O)NC2CCCc3nc(-c4cccnc4)ncc32)OCCO1 (stereo not given)	8

Some of the entries so far, as labelled records:
> CCOC(=O)c1ccccc1NCN1C(=O)S/C(=C\c2ccccc2)C1=O
  ROC1-CUL1 inh: 4
> CCC[n+]1c2ccc(NC(C)=O)cc2n2ccccc21
  ROC1-CUL1 inh: -6
